Screening results (PubChem)
Cav3 T inh: Cav3.2 calcium influx blockers – cell-based, Fluo-4 calcium fluorescence, FDSS, MLSMR library, primary screen; Voltage-dependent T-type calcium channel subunit alpha-1H (Homo sapiens), O95180; Cav3.2-expressing cells; active compounds read low; B-score at 10 µM; hit rate 4% among 100,000;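 active = single-dose well whose peak fluorescence ratio is a statistical outlier from its plate by either plate-standardised score or position-corrected B-score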
An asterisk follows results filed as active.

Cav3 T inh | Compound
0.71 | C=CCSc1n[nH]c(-c2ccc(OC)cc2)n1
0.035 | Cc1cc(C)c2oc(-c3ccc(C)c(NC(=S)NC(=O)c4cccs4)c3)nc2c1
0.48 | COc1ccc(-c2nnc(N(C)C(=O)c3cccnc3)s2)cc1
-1.9 | Cn1c2ccccc2c2ncn(CCC3=CCCCC3)c(=O)c21
0.69 | CCOc1ccc(NC(=O)CSc2nnc(C3CC3)n2N)cc1
-1.7 | Cc1ccc(C(=O)CSc2nnnn2C(C)C)c(C)c1
0.34 | CCCCN1C2=NCCCN2c2ccccc21
1.6 | O=C1CCCN1CN(C(=O)c1ccc2c(c1)OCO2)c1cccc(Cl)c1
-2.3 | Cc1c(C(=O)N2CCC(C(N)=O)CC2)sc(N)c1C#N
0.91 | CC1N(O)C(C)(C)C(c2ccccc2)=[N+]1[O-] (stereo unspecified)
-3.4 | O=[N+]([O-])c1cccc(CN(CCO)Cc2ccccc2)c1
0.13 | CCN(CC)C(=O)CSc1nc2ccccc2c(=O)n1OC(C)C
0.7 | CCOC(=O)c1c(CN2CCN(CCO)CC2)n(C)c2cc(Br)c(OC)cc12
0.28 | Cc1c(C(=O)Nc2ccc3c(c2)OCCO3)sc2nc(-c3ccccc3)cn12
0.014 | CCOC(=O)N1CCC(n2c(=S)[nH]c3cc(OCC)c(OCC)cc3c2=O)CC1
1.1 | O=c1c2ccccc2oc2nc3ccn(Cc4ccncc4)c(=O)c3cc12
-0.011 | CC1(C)CC(C(CC(=O)O)c2ccccc2)CCO1 (stereo unspecified)
1.6 | Cn1c(=O)c(C(=O)CSc2nncs2)c(N)n(Cc2ccccc2)c1=O
0.37 | COC(=O)C1=C(N)N(c2ccccc2C(F)(F)F)C2=C(C(=O)CCC2)C1c1ccc2c(c1)OCO2 (stereo unspecified)
0.63 | CCOc1ccc(-c2cc(N)n(S(=O)(=O)c3ccc(OC)c(OC)c3)n2)cc1
0.44 | CC1CCC(NC(=O)Cn2c(=O)[nH]c3ccsc3c2=O)CC1 (stereo unspecified)
-1 | O=C(N1CCOCC1)N1CCN(c2nc(-c3ccc(F)cc3)cs2)CC1
-0.23 | O=C(CSc1nnc(-c2ccccn2)n1-c1ccc(Cl)cc1)Nc1ccc2c(c1)OCO2
0.1 | COC(=O)c1ccc(C2C(C#N)=C(N)Oc3cc(C)n(C)c(=O)c32)cc1 (stereo unspecified)
0.53 | COc1ccccc1N1C(=O)CCC1(C#N)c1ccccc1 (stereo unspecified)
-0.11 | Cn1c(=N)n(CC(=O)O)c2ccccc21
0.23 | CC1CCCN(CC(O)CN)C1 (stereo unspecified)
0.88 | CN(C)CCCNc1oc(-c2ccc(Cl)cc2)nc1C#N
0.73 | O=C1CC(c2ccccc2)Oc2cc(O)cc(O)c21 (stereo unspecified)
-0.42 | COc1ccc(NC(=O)c2ccccc2NC(=O)c2ccco2)c(OC)c1
0.15 | CN1C(=O)c2cccc(N(C)C)c2C1=O
-1.9 | COc1cc(S(=O)(=O)Nc2c(C)cc(C)cc2C)ccc1Cl
-0.011 | CC(=O)Oc1cc2cccc(OC(C)=O)c(=O)c2c(OC(C)=O)c1OC(C)=O
-0.19 | O=C(Cn1cc2c(n1)CCCC2)NCCCN1CCN(C2CCCCC2)CC1
0.47 | CC(=O)N1CCC2(CC1)CC(=O)c1cc(Cl)ccc1O2
0.53 | CCn1cc(C(C)NC(=O)COc2ccc(Cl)cc2C)c(C)n1 (stereo unspecified)
0.14 | Cc1ccccc1C(=O)NN(C)c1nc2ccccc2nc1C(F)(F)F
0.12 | Cc1ccccc1OCc1nc2ccc(S(=O)(=O)N3CCOCC3)cc2[nH]1
0.29 | CCCCNC(=S)Nc1ccccc1F
1.7 | Cn1sc(NC(=O)c2ccccc2)nc1=O
0.69 | CCc1ccccc1NC(=O)CSc1nnc(Cn2nnc3ccccc32)n1C
-0.83 | O=C(NCc1ccco1)Nc1ccc(Br)cc1Cl
-2.4 | CC(c1cccs1)N(C(=O)Nc1ccccc1)C1CCCCC1 (stereo unspecified)
0.89 | O=S1(=O)C=CC(Nc2cccc(Cl)c2)C1 (stereo unspecified)
0.63 | COc1ccccc1C(=O)N/C(=C/c1ccccc1)C(=O)NC(CCSC)C(=O)O (stereo unspecified)
-5.3* | CCC(C(=O)N1CCN(c2cccc(Cl)c2)CC1)c1ccccc1 (stereo unspecified)
1.1 | COc1cccc(Cn2cnc3c(NS(=O)(=O)c4ccc(Cl)cc4)c(C)c(C)cc32)c1
-0.81 | CCC(CCC(=O)Nc1cccc(C(=O)O)c1)C(=O)O (stereo unspecified)
-1.2 | CCCCC(c1nnnn1C1CCCC1)N1CCN(C2CCCCC2)CC1 (stereo unspecified)
0.19 | Cc1ccc(OCC(=O)NNC(=O)c2cccnc2)cc1

Two compounds drawn at random from those above:
Cav3 T inh | Compound
0.19 | Cc1ccc(OCC(=O)NNC(=O)c2cccnc2)cc1
-5.3* | CCC(C(=O)N1CCN(c2cccc(Cl)c2)CC1)c1ccccc1 (stereo unspecified)

The results go on:
Cav3 T inh | Compound
-5.8* | O=C(NCc1ccco1)c1cc(-c2ccncc2)nc2ccccc12
0.4 | COc1cc(C(=O)Sc2ccc(Cl)cc2)cc(OC)c1OC
-7.5* | O=C(NC1CCCCC1)C(c1ccccc1)N(Cc1ccc2c(c1)OCO2)C(=O)c1cnsn1 (stereo unspecified)
0.62 | Cc1cccnc1NC(=O)CSc1nnc(Cc2ccccc2)o1
-1.1 | N#Cc1c(-c2ccccc2)ccn(Cc2cccc(Cl)c2)c1=O
-0.55 | CN(C)c1ccc(CNC2CC(C)(C)NC(C)(C)C2)cc1
0.98 | Cc1ccccc1NC(=O)N1CCCC1C(=O)NCc1cccs1 (stereo unspecified)
0.13 | COCC(C)NCc1ccccc1C (stereo unspecified)
0.081 | CN1CCN(C(=O)c2ccc(N(Cc3ccccc3Cl)S(C)(=O)=O)cc2)CC1
-0.0082 | CC12CCC(C(=O)Nc3cccc(NC(=O)C45CCC(C)(C(=O)O4)C5(C)C)n3)(OC1=O)C2(C)C
-0.58 | CNS(=O)(=O)c1cccc(C(=O)Nc2cccc(Cl)c2)c1
-1.3 | CCOC(=O)c1nnc(-c2ccc(C)cc2)nc1Oc1ccc(Cl)cc1Cl
-0.017 | COc1ccc(OC)c(CNC(=O)C2CCCN(C(=O)N(C)C)C2)c1 (stereo unspecified)
-2.3 | CCn1cc(SCC(=O)Nc2cc(C)on2)c2ccccc21
0.42 | Nc1nc(CN2CCCCCC2)nc(Nc2ccccc2)n1
-1.7 | Cc1occc1C(=O)Nc1nnc(C(F)(F)F)s1
-0.0057 | COc1ccccc1/C=C/C(=O)c1c2c(c(C)[nH]c1=O)CCCC2
0.018 | Cc1ccc([C@@H]2C3COCC=C3C(C#N)=C(N)C2(C#N)C#N)o1 (stereo partly specified)
-0.39 | Cc1ccc(N2C(=O)c3ccc(N)cc3C2=O)cc1C
-2 | CC1(C)CCc2c([nH]c3ccccc3c2=O)O1
-0.86 | Cc1cc(NC(=O)c2cc(-c3ccccn3)nc3ccccc23)no1
-0.11 | CCn1c(C)nc2c1C(=O)c1ccccc1C2=O
0.66 | CC1NC2(C(=O)N(Cc3ccccc3)c3ccccc32)C2C(=O)N(c3ccccc3)C(=O)C12 (stereo unspecified)
0.29 | Cc1ccc(OCC(=O)NC2CCCC2)c(C)c1
-0.017 | Cc1cc(C)cc(NC(=O)C2CCCN(S(=O)(=O)c3cnc[nH]3)C2)c1 (stereo unspecified)
-0.12 | O=C(Nc1ccc(-c2csc(-c3ccccc3)n2)cc1)c1ccccc1Cl
-1.8 | CCOC(=O)N1CCC(NC(=O)CS(=O)(=O)Cc2nc(-c3ccccc3C)oc2C)CC1
-0.72 | Cc1nc2ccccc2c(=O)n1CCCO
-0.33 | Nc1c(N2CCOCC2)cc(Cl)c2nonc12
-1.9 | COc1ccc2nc(NC(=O)C3CCN(S(=O)(=O)c4cccs4)CC3)sc2c1
0.19 | c1ccc2c(c1)OCC(c1csc3ncnc(N4CCOCC4)c13)O2 (stereo unspecified)
0.42 | O=C(NCc1cccnc1)C1CCN(S(=O)(=O)N2CCOCC2)CC1
0.17 | CC(C)N(Cc1nc2ccccc2[nH]1)C(C)C
-0.2 | COC(=O)c1cc2sccc2n1Cc1nc(-c2cccc(Cl)c2)oc1C
-0.012 | CCOC(=O)C1C(=O)Oc2ccc3ccccc3c2C1C1CCOC1=O (stereo unspecified)
-4.9* | CCC1CCCCN1C(=O)CSc1nc2ccsc2c(=O)n1Cc1ccccc1 (stereo unspecified)
0.29 | OCCNc1nc2ccccc2[nH]1
0.26 | CCOC(=O)NCCc1ccc(OC)cc1
-0.89 | CCOC(=O)c1oc2ccccc2c1NC(=O)Cc1cccs1
-1.9 | c1ccc(-c2noc(CN3CCN(C(c4ccccc4)c4ccccc4)CC3)n2)cc1
-1.1 | O=C(c1ccc2c(c1)N(Cc1ccc(F)cc1)C(=O)CS2)N1CCOCC1
-1.4 | Cc1cc(S(=O)(=O)N(Cc2ccccc2)Cc2ccc(N(C)C)cc2)ccc1-n1cnnn1
0.55 | COC/C=C/C1=CC2=CC(=O)C(C)(OC(=O)c3cnc4ccccc4n3)C(=O)C2=CN1Cc1ccco1 (stereo unspecified)
2.7 | CCOP(=O)(c1c(F)c(F)c(F)c(F)c1F)C1(O)CCCCC1 (stereo unspecified)
-0.12 | COc1ccc(N=Cc2c(O)[nH]c3ccccc23)cc1OC
0.64 | COC(=O)CN(c1nc(C)cc(OC)n1)S(=O)(=O)c1ccccc1
-3.4 | CCOC(=O)CCSc1nc(-c2ccc3c(c2)OCO3)cc(C(F)(F)F)c1C#N
1 | Cc1noc(/C=C/N(C)C)c1S(=O)(=O)N1CCCC(C(=O)NC2CCCCC2)C1 (stereo unspecified)
-0.052 | CCOCCCN(Cc1ccco1)C(=O)c1cc2c(=O)[nH]c3ccc(C)cc3c2s1
0.022 | Cc1cc(C)cc(N(CC(=O)N2CCC(C)CC2)S(C)(=O)=O)c1

Other structures.
Cav3 T inh | Compound
-0.25 | c1ccc(-c2csc(N3CCc4ccccc4C3)n2)cc1
1.3 | CCOC(=O)Nc1ccccc1C(=O)N1CCOCC1
0.9 | COc1ccc(-n2c3c(cc(C(=O)N4CCCCC4)c2=O)C(=O)CC(C)(C)C3)cc1
0.54 | O=C(Oc1ccccc1C(=S)N1CCCCC1)c1cc([N+](=O)[O-])cc([N+](=O)[O-])c1
0.016 | CC(C)NC(=O)N1CCOCCOCCN(C(=O)NC(C)C)CCOCCOCC1
-1.4 | Cc1nn(CC(O)CN2c3ccccc3Sc3ccccc32)c(C)c1Br (stereo unspecified)
-3.3 | O=C(c1ccc(COc2ccc(Cl)cc2)o1)N1CCN(Cc2ccc3c(c2)OCO3)CC1
-0.061 | Cc1cc(C)n(-c2cccc3cccnc23)n1
1 | CC1(C)CC2(CCCN3C(=O)CSC32)CCS1 (stereo unspecified)
-0.06 | Cc1cccc(N2C(=O)N(c3ccccc3C)C3CS(=O)(=O)CC32)c1 (stereo unspecified)
0.71 | Cc1ccccc1NC(=O)CC1SC(=O)N(c2ccccc2)C1=O (stereo unspecified)
-0.72 | Cc1nn(Cc2c(F)c(F)c(F)c(F)c2F)c(C)c1NC(=O)c1c([N+](=O)[O-])cnn1C
-0.31 | CCOC(=O)c1nnn(-c2nonc2N)c1CS(=O)(=O)c1ccccc1
-1.1 | O=C(C1=C[C@H](c2ccc(Br)cc2)C[C@H](OCCCCO)O1)N1CCN(Cc2ccc3c(c2)OCO3)CC1
-0.52 | CCCN1C(=O)N(C)C(N(O)C(=O)NC)C1(C)C (stereo unspecified)
-0.9 | OCc1nnn(-c2cccc(C(F)(F)F)c2)c1CO
-2.5 | Cc1nnc(-n2ncc(C#N)c2N)c2nn(-c3cccc(Cl)c3)c(C)c12
0.088 | O=C(CSc1nc2ccccc2o1)c1ccccc1
0.87 | Cc1cc(C)c(C)c(S(=O)(=O)N2CCN(Cc3nc4ccccc4[nH]3)CC2)c1C
-3.6 | Cc1sc(NC(=O)CSc2nnc(CCNC(=O)c3cccs3)n2C)nc1-c1ccccc1
1.1 | Cn1c(=O)n(C)c2cc([N+](=O)[O-])c(N3CCN(S(=O)(=O)c4ccc5ccccc5c4)CC3)cc21
0.86 | CCN1CCN(S(=O)(=O)c2ccc(Cl)c(C(=O)Nc3nnc(CC(C)C)s3)c2)CC1
-1.3 | C=CCNC(=O)c1onc(CSc2cccc3ccccc23)c1C(=O)O
0.38 | Cn1c(=O)[nH]c(=O)c2c1nc(CN1CCOCC1)n2CCc1ccccc1
-0.46 | O=C(NCCO)NC(=S)c1ccccc1
-5.2* | COc1ccc(-c2nnc(SCC(=O)c3cccs3)o2)cc1
0.038 | Cc1ccc(S(=O)(=O)n2nc(-c3cccnc3)nc2N)cc1
0.56 | CC1CN(C(=O)C2CCCN2S(=O)(=O)c2ccc(Cl)cc2)CC(C)O1 (stereo unspecified)
-0.51 | CCOC(=O)c1[nH]c(=O)[nH]c1CSc1ccccn1

By substructure: the compounds so far containing an aryl thioether with sulfur outside any ring
Cav3 T inh | Compound
0.71 | C=CCSc1n[nH]c(-c2ccc(OC)cc2)n1
0.69 | CCOc1ccc(NC(=O)CSc2nnc(C3CC3)n2N)cc1
-1.7 | Cc1ccc(C(=O)CSc2nnnn2C(C)C)c(C)c1
0.13 | CCN(CC)C(=O)CSc1nc2ccccc2c(=O)n1OC(C)C
1.6 | Cn1c(=O)c(C(=O)CSc2nncs2)c(N)n(Cc2ccccc2)c1=O
-0.23 | O=C(CSc1nnc(-c2ccccn2)n1-c1ccc(Cl)cc1)Nc1ccc2c(c1)OCO2
0.69 | CCc1ccccc1NC(=O)CSc1nnc(Cn2nnc3ccccc32)n1C
0.62 | Cc1cccnc1NC(=O)CSc1nnc(Cc2ccccc2)o1
-2.3 | CCn1cc(SCC(=O)Nc2cc(C)on2)c2ccccc21
-4.9* | CCC1CCCCN1C(=O)CSc1nc2ccsc2c(=O)n1Cc1ccccc1 (stereo unspecified)
-3.4 | CCOC(=O)CCSc1nc(-c2ccc3c(c2)OCO3)cc(C(F)(F)F)c1C#N
0.088 | O=C(CSc1nc2ccccc2o1)c1ccccc1
-3.6 | Cc1sc(NC(=O)CSc2nnc(CCNC(=O)c3cccs3)n2C)nc1-c1ccccc1
-1.3 | C=CCNC(=O)c1onc(CSc2cccc3ccccc23)c1C(=O)O
-5.2* | COc1ccc(-c2nnc(SCC(=O)c3cccs3)o2)cc1
-0.51 | CCOC(=O)c1[nH]c(=O)[nH]c1CSc1ccccn1

An excerpt; rates above refer to the full screens.
